# PvdQ acylase: blocks Pseudomonas aeruginosa PvdQ acylase activity. purified PvdQ acylase, fluorescence plate reader. inhibition, % at 10 µM. actives 0.063% (n = 340,000); in the data active means inhibition above about 30%, passing the limit was not always enough;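 further: 0% = vehicle neutral wells and 100% = reference inhibitor wells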
# CDK5 p35 inh: inhibitors of human CDK5/p35 kinase; Q00535+Q15078; actives 0.01% (n = 330,000); Recombinant CDK5/p35, ADP-Glo luminescence, 60 min; inhibition, % at 10 µM;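 active means highest replicate inhibition of at least 50% and at least 75% of replicates reaching 50%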;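 further: plate controls were DMSO neutral control for no effect and GW8510 at 10 µM for full effect; many of its hits are not listed in these tables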
# HTR5A inv ctr: HTR5A inverse agonism, opioid heterodimer counter-screen | P47898 | HTR5A cell line, luminescence | inhibition, % at 9.3 µM | actives 0.083% (n = 340,000) | AID 504634; in the data active means inhibition mostly above about 23%, no sharp cut-off; inactive means mostly below about 18%;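 further: 0% = cells with DMSO and 100% = no-cell wells with DMSO; some compounds called inactive have numbers as strong as hits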
# MITF act: increases MITF-driven TRPM1 promoter luciferase signal; SK-MEL-5 TRPM1-promoter luciferase, 24 h; % of positive control, neutral wells = 0; activation, % at 12.5 µM; actives 0.75% (n = 300,000); AID 588334;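 active means mean activation of at least 80% with every replicate also reaching 80%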;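 further: 0% = neutral control wells and 100% = parthenolide positive control wells; values of inactives mirror those of a sister screen read the other way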
# HTR5A ag: counter-screen for OPRM1-OPRD1 agonists: human HTR5A agonism; HTR5A agonist assay, luminescence, cell-based; activation, % at 9.3 µM; actives 0.61% (n = 340,000); AID 504692; in the data active means activation mostly above about 9.5%, no sharp cut-off; inactive means mostly below about 7.6%;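 further: 0% = cells with vehicle only and 100% = reference agonist; strong numbers were not always called active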
# Wnt bcat act: activates Wnt/beta-catenin signaling in a reporter cell assay. activation, % at 9.35 µM. actives 1.2% (n = 300,000). activator, plate reader. AID 743398; in the data active means activation above about 30%, passing the limit was not always enough;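 further: 0% = neutral control wells and 100% = positive control wells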
# NSD2 HMT inh: blocks human histone methyltransferase NSD2; actives 0.54% (n = 310,000); NSD2 peptide methylation, AlphaScreen, 120 min; AID 743445; inhibition, % at 12.5 µM; O96028; in the data active means inhibition above about 50%
# SR-BI DiI inh: inhibitors of mouse SR-BI mediated HDL lipid uptake. Q61009. ldlA[mSR-BI] CHO cells, DiI-HDL uptake fluorescence, 3 h. inhibition, % at 12.5 µM. actives 0.96% (n = 320,000);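 active means mean replicate inhibition of at least 70% and a set share of replicates each scoring 70 or more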;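 further: 0% = median of neutral control wells and 100% = median of positive control wells; values of inactives mirror those of a sister screen read the other way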
# dFosB activator: mouse delta FosB homodimer activation | P13346 | purified delta FosB, TAMRA-CDK5 oligo fluorescence polarization; percent of positive-control signal above neutral wells | activation, % at 25 µM | actives 0.99% (n = 340,000) | AID 493131;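 active means mean activation above about 17%, with every replicate also reaching it, limit read from the data, passing the limit was not always enough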;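 further: fluorescence polarization rise as delta FosB binds a TAMRA Cdk5 AP-1 oligo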
# V-ATPase pHluor: yeast V-ATPase proton transport regulation by pHLuorin | S. cerevisiae, pHLuorin cytosolic pH fluorescence | response, % at 10 µM | actives 0.37% (n = 350,000) | AID 504577; in the data active means response mostly above about 7.3%, no sharp cut-off; inactive means mostly below about 5.4%; further: actives read high; inactives centre near 0; some compounds called inactive have numbers as strong as hits; reference of the scale not given here
# Numbers without * were called inactive; . = no result given.
SMILES,PvdQ acylase,CDK5 p35 inh,HTR5A inv ctr,MITF act,HTR5A ag,Wnt bcat act,NSD2 HMT inh,SR-BI DiI inh,dFosB activator,V-ATPase pHluor
COc1ccccc1N1CCN(C(c2cccs2)C(C)NC(=O)c2cccs2)CC1 (centres undefined),-19,-3.0,2,11,-6,-4,22,35,-8,-7
Cc1ccc(N=Nc2c(N)nn(-c3ccccc3)c2N)cc1,-1,-1.8,-22,10,6,33*,7,35,-12,2
CC(C)CCn1nc(C(=O)Nc2nc3c(s2)CCCC3)c2ccccc2c1=O,-18,-2.6,23,3,3,-18,1,26,-6,.
Cc1ccc2c(c1)S/C(=C/c1ccc[n+](CCO)c1)N2C,-4,-0.3,16,-1,-6,-1,1,-19,2,-2
Cc1ccc(CNC(=O)C2CSC3(C)CCC(=O)N23)cc1 (centres undefined),-8,0.4,-13,-9,4,0,-1,-18,-6,2
COc1ccc(Oc2nnnn2-c2ccccc2)cc1,24,1.4,9,29,-4,3,-3,6,5,5
CCOc1ccc(-c2nnc(SCC(=O)O)n2Cc2ccccc2)cc1,-13,-2.9,-13,-5,3,-1,-2,10,-7,-2
COC(=O)CN(C#N)c1nc(NC(C)C)nc(NC(C)C)n1,-10,-0.6,8,-4,-3,1,-3,5,-9,3
O=C(COc1ccc2c(c1)OCO2)Nc1ccccc1C(F)(F)F,-11,0.8,5,69,5,13,-2,14,-3,-2
Cc1c(Br)cc(C(=O)NC2CCCCC2)c(C)c1C,-8,0.5,-1,5,1,-5,0,6,3,-1
O=C1NC(Nc2ccccn2)(C(F)(F)F)C(=O)N1c1ccc(F)cc1 (centres undefined),3,-1.3,11,-10,3,-1,-1,-13,-4,2
N#CCCn1cc(C(=O)Nc2ccc(C(=O)O)cc2)c(-c2ccc([N+](=O)[O-])cc2)n1,-2,-0.8,-4,3,-2,0,-3,39,-4,1
CCCCn1c(S(=O)(=O)O)nc2ccccc21,-9,-2.1,4,.,2,-6,-3,7,1,0
CN(C)c1ccc(C2N(C(=O)N3CCOCC3)CCN2S(=O)(=O)c2ccccc2)cc1 (centres undefined),-14,-0.9,13,4,0,.,.,-30,-8,8
Cc1ccc(NC(=O)CNCC(c2ccccc2)N(C)C)cc1F (centres undefined),-10,0.9,16,12,3,-2,.,-23,0,0
COC(=O)c1n[nH]nc1-c1ccccc1,-7,-0.6,9,-5,-3,.,35,-42,-3,-2
CCCCCc1cc(=O)oc2c(C(CCN3CCCCC3)c3cc(OC)c(OC)c(OC)c3)c(OC)cc(OC)c12 (centres undefined),-19,1.1,-11,-87,-6,-14,.,-62,0,-2
N#Cc1ccccc1OCC(=O)N1CCN(S(=O)(=O)c2ccc(Cl)cc2)CC1,-14,-1.7,-1,-2,0,2,1,-17,-4,2
O=C(COc1ccc([N+](=O)[O-])cc1)NCc1cccnc1,-17,1.2,17,8,2,-6,5,-55,-4,0
O=C(COc1ccc(Cl)cc1)NCCCNC(=O)c1ccncc1,-8,-1.3,-29,-7,-8,-1,-1,-8,2,0
O=C(Nc1cccnc1)c1ccc(Cl)c(S(=O)(=O)N2CCCC2)c1,-13,-0.1,-7,-5,2,-1,0,-4,-11,-1
COC(=O)c1cc(C(=O)Nc2nnc(CC(C)C)s2)cc([N+](=O)[O-])c1,-5,0.4,-12,3,-1,.,-4,-36,0,1
CCN1C(=O)[C@H]2[C@@H](c3ccc(OC)cc3)N3C(=O)CN(Cc4ccccc4)C(=O)[C@@]3(C)[C@H]2C1=O,-10,-1.4,12,-13,-1,1,.,-27,1,-4
Cc1ccc(S(=O)(=O)NCCN=C(CN2CCOCC2)NS(=O)(=O)c2ccc(C)cc2)cc1,-6,0.2,-22,.,8,.,0,-32,-8,-2
Cc1ccc(-c2nc3c4ccccc4ccn3c2CN2CCCCC2)cc1,-5,-0.8,-27,-10,1,25,-3,.,-10,-2
CC(=O)Nc1ccc(OCC(=O)c2cc(C)ccc2C)cc1,-12,0.3,8,1,-3,.,-1,10,5,5
Cn1c(SCc2cccc(C(F)(F)F)c2)nnc1-c1ccco1,-9,0.1,7,.,4,-4,-5,-164,-3,2
CCC(=O)c1cn(CC(=O)Nc2cccc(C)c2C)c2ccccc12,17,0.5,-2,-16,-4,-3,-5,2,25*,2
Cc1cc(NCc2ccccc2)n2ncc(-c3ccccc3)c2n1,-19,0.0,-18,104*,5,28,-11,29,-13,1
COc1ccc2cc(C3=CC(=O)CCC3)ccc2c1,-1,-1.0,-5,74,1,24,-5,23,3,-10
CS(=O)(=O)N1CCN(c2ncccn2)CC1,-6,0.4,9,.,0,3,-7,-27,5,0
CC(C)CC1NC(=O)N(CC(=O)N2CCN(S(=O)(=O)c3ccc4ccccc4c3)CC2)C1=O (centres undefined),6,-0.6,10,-2,-5,.,2,-4,-5,-7
O=C(c1c[nH]c(C(=O)N2CCN(Cc3ccccc3)CC2)c1)C1CCCCC1,-10,-0.3,-14,4,-9,-1,-2,27,3,-1
COC(=O)c1ccc(Oc2nc(N3CCCCC3)nc(N3CCOCC3)n2)cc1,-15,0.7,-9,6,3,-3,0,22,-6,3
O=C(COC(=O)[C@H](Cc1ccccc1)NC(=O)c1cccs1)Nc1ccccc1C(F)(F)F,-8,-1.3,-28,-2,7,-5,-1,23,-8,2
Cc1cccc(NC(=O)COC(=O)CNC(=O)C2CCCCC2)c1,8,0.7,-21,1,-3,.,33,-16,-3,1
Cc1ccc(C(=O)N2CCCC(Nc3ccc(C(C)C)cc3)C2)cn1 (centres undefined),-3,-1.7,8,-14,-2,-2,5,1,-2,0
CN(C)Cc1cccc(-c2ccccc2)c1O,11,0.1,-7,-4,2,1,-1,-21,8,-1
CCC(C)Sc1nnc(CNC(=O)C23CC4CC(CC(C4)C2)C3)n1C1CCCCC1 (centres undefined),7,-0.8,-1,-4,0,.,0,-2,-5,2
O=S(=O)(c1ccc(Oc2ccc(S(=O)(=O)N(CCO)CCO)cc2)cc1)N(CCO)CCO,-15,-0.1,18,3,-7,-1,1,-25,0,1
COc1ccccc1NC(=O)CN1CCN(CC(=O)Nc2ccc(F)cc2F)CC1,17,0.5,-6,19,2,9,-3,1,6,-4
Cn1c(/C(C#N)=C(\O)c2cc(Cl)sc2Cl)nc2ccccc21,-3,1.0,3,-17,-1,-1,1,27,7,3
Cc1cc(C)n2nc(C(=O)OCC(=O)N3C(C)CCCC3C)nc2n1 (centres undefined),-9,1.4,-11,9,4,10,0,-22,5,1
CCC(=O)N1CCN(c2ccc(NC(=O)c3ccc(N4CCCC4)c([N+](=O)[O-])c3)cc2)CC1,-8,-1.2,-2,-11,1,.,1,41,-4,1
O=C(CCOc1ccccc1)Nc1ccc(S(=O)(=O)Nc2ncccn2)cc1,-13,-2.4,4,-5,-1,-1,-1,-6,-7,5
CC(=O)Nc1ccc(NC(=O)CCCNC(=O)c2ccc(Cl)cc2)cc1,-6,-0.8,8,0,-3,2,-2,.,7,-1
O=C(NCc1ccccn1)c1cccn1-c1ncc(C(F)(F)F)cc1Cl,-2,-0.4,-11,1,4,-1,-14,-7,-1,-2
COc1ccc(C(=O)NCC(=O)NCC(=O)OCc2ccc(Cl)cc2)cc1,11,0.4,-12,1,3,-3,2,.,1,-6
O=C(NCc1cn2ccsc2n1)c1c(F)cccc1Cl,3,-1.2,-5,.,-2,-1,.,-8,2,-2
CCOc1cc(N2CCOCC2)c(OCC)cc1NC(=O)c1c(C)noc1C,-14,-2.0,-1,8,0,-3,1,26,3,-3
CCn1c(CNC(=O)COc2c(C)cccc2C)nnc1SCC(=O)Nc1nccs1,-10,-0.2,1,-6,-1,.,-1,67,-4,-2
Cc1ccc(S(=O)(=O)N2[C@@H](c3cccc(Cl)c3)C(C(=O)O)=CC[C@H]2c2ccc(Cl)c(Cl)c2)cc1,-7,-1.4,-13,-16,1,-2,.,-4,-5,0
c1ccc(CSc2nnc(-c3ccco3)n2Cc2ccccc2)cc1,-5,0.5,-3,94*,1,.,45,-21,-5,-4
COc1ccc(C2CC(c3ccccc3)=NN2C(=O)c2cccs2)cc1 (centres undefined),-7,-1.0,7,33,6,.,0,-10,-19,-3
Cc1cccn2c(=O)c(C=O)c(N3CCN(c4ccccc4)CC3)nc12,-10,-2.2,0,16,-2,-4,4,-9,-12,-1
CC(=O)Nc1cccc(NC(=O)c2ccc(COc3ccccc3)cc2)c1,-14,-0.6,-6,154*,2,-2,.,.,4,-2
COc1cccc(COC(=O)C2CC(=O)N(Cc3ccco3)C2)c1OC (centres undefined),-1,-0.4,14,1,1,2,0,-16,-4,-6
NC(=O)C1CCN(C(=O)c2cnn(-c3ccccc3)c2NC(=O)c2cccc(F)c2)CC1,-5,-0.8,-14,11,5,-1,-4,.,-9,5
O=C(O)c1ccc2c(c1)OCCO2,-3,-1.0,-20,-13,7,16,0,-4,-1,1
CCCc1nc(N)c(C#N)c(-c2ccco2)c1CC,-1,0.0,8,-22,1,.,1,0,-10,5
# Next part.
SMILES,PvdQ acylase,CDK5 p35 inh,HTR5A inv ctr,MITF act,HTR5A ag,Wnt bcat act,NSD2 HMT inh,SR-BI DiI inh,dFosB activator,V-ATPase pHluor
CCOCCCNC(=O)Cc1c(C(=O)O)[nH]c2ccc(Cl)cc12,-4,0.9,-29,10,11,3,.,.,3,-1
CC[C@@H](C)[C@@H]1CN([C@@H](C)CN2CCC[C@H]2CN2C(N)=NC[C@H]2C(C)C)C(=N)N1CCc1ccc(Cl)c(Cl)c1,-2,0.8,6,5,-2,-1,.,-7,23*,6
COc1ccc(C(=O)NNC(=O)CSc2nnc3ccccn23)cc1OC,-9,-0.6,-3,4,1,-2,-2,-9,-3,-3
Cc1cc(C)nc(SCc2cccc(C(=O)O)c2)n1,-17,1.4,1,3,0,2,-1,8,3,1
O=C(CSc1nc2ccccc2c(=O)n1CCCN1CCOCC1)Nc1cccc(S(=O)(=O)N2CCCCCC2)c1,19,-1.8,-19,-2,7,.,1,19,15,-4
Cc1c(C(=O)N2CCCC2)c(S(=O)(=O)NCC(C)c2ccccc2)c(C)n1C (centres undefined),9,1.5,1,9,3,-1,.,-5,0,0
CC(=O)C1=NOC(CNC(=O)c2c(-c3ccccc3Cl)noc2C)C1 (centres undefined),-17,0.4,4,0,-1,.,0,-6,-3,0
Cc1ccc(C(=O)N2CCC(Cc3ccccc3)CC2)cc1[N+](=O)[O-],6,-0.2,0,1,0,0,1,3,-13,2
Cc1ccc(N2C(S)=C(C#N)C(=O)NC2c2cccs2)cc1 (centres undefined),-11,1.7,8,1,-4,1,.,5,-2,4
Cc1ccccc1OCCNC(=S)Nc1ccccc1,1,-1.1,-10,12,-2,.,5,40,-10,1
COCCN(CC(=O)NCc1ccccc1)C(=O)CCC(=O)Nc1ccccn1,3,0.5,-7,-1,2,.,1,8,-3,1
O=C(Cc1cccs1)NCc1cccs1,-8,-0.3,3,26,4,0,-4,-23,-5,-1
Cc1cc2n(n1)C(c1sccc1C)Nc1ccccc1-2 (centres undefined),7,0.5,0,.,1,.,-9,17,1,1

# Some of the entries so far, with two lines to a compound.
# Results follow in this order: PvdQ acylase, CDK5 p35 inh, HTR5A inv ctr, MITF act, HTR5A ag, Wnt bcat act, NSD2 HMT inh, SR-BI DiI inh, dFosB activator, V-ATPase pHluor
> COCCN(CC(=O)NCc1ccccc1)C(=O)CCC(=O)Nc1ccccn1
→ 3, 0.5, -7, -1, 2, ., 1, 8, -3, 1
> CC(C)CC1NC(=O)N(CC(=O)N2CCN(S(=O)(=O)c3ccc4ccccc4c3)CC2)C1=O (centres undefined)
→ 6, -0.6, 10, -2, -5, ., 2, -4, -5, -7
> Cc1cccn2c(=O)c(C=O)c(N3CCN(c4ccccc4)CC3)nc12
→ -10, -2.2, 0, 16, -2, -4, 4, -9, -12, -1

# Assay outcomes (PubChem BioAssay)
